DYRK1A inh = inhibitors of rat Dyrk1A kinase. Q63470. ADP-Glo luminescence, NFATc1 peptide. inhibition, % at 12.5 µM. 310,000 tested, 0.43% active. AID 504441; in the data active means inhibition above about 50%;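 further: plate controls were vehicle with enzyme for no effect and no enzyme for full effect; many of its hits are not listed in these tables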
GSK3beta inhib = blocks human GSK3beta kinase activity | GST-GSK3beta kinase, ADP-Glo luminescence, 60 min; stronger effect = lower value | activity score (negative = inhibition), % at 10 µM | 300,000 tested, 0.038% active | AID 2097;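 active means more than half of replicate wells score below -50%, meaning over 50% inhibition versus plate controls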;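 further: 0% = median DMSO wells and -100% = median GW8510 positive control wells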
Target sequence (P49841 whole entry, looked up): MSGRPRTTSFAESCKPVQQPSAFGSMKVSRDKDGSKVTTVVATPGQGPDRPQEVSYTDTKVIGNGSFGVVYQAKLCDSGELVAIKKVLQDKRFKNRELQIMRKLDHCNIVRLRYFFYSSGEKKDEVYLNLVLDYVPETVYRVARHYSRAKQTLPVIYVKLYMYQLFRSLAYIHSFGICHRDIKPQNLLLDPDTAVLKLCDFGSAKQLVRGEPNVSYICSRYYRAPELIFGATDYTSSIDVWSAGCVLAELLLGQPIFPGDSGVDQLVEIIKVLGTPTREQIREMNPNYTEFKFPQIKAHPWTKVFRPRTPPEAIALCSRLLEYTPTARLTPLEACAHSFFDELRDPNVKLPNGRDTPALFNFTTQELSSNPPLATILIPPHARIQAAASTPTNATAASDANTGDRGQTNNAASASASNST
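Test system: GST-fused GSK3beta enzyme, cell-free | Quantity: 1.6 ng GST-GSK3beta enzyme per well | Reagent: 25 µM ATP with peptide substrate | Schedule: 60 min enzyme reaction, room temperature | Signal: Luminescent ADP-Glo measurement of ADP formed | Read-out basis: Score relative to plate controls | Control set: DMSO and 20 µM GW8510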
KLF5 inh = inhibitors of KLF5 expression; DLD-1 KLF5 promoter-luciferase reporter, luminescence; inhibition, % at 5 µM; 290,000 tested, 0.23% active;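 active means inhibition above a per-plate limit of that plate's mean compound inhibition plus 3 SD, cut at about 60% in these data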;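 further: 0% = DMSO wells and 100% = LY294002 at 200 µM; higher means less KLF5 promoter-driven luciferase light; inactives centre near -14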
HSF1 activator = increases HSF-1 driven luciferase reporter signal. NIH3T3-HGL HSF-1 luciferase reporter, MG132, 8 h; 100% = twice DMSO control signal. activation, % at 9 µM. 300,000 tested, 1.7% active. AID 504408;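 active means mean replicate activation of at least 50% with a set share of replicates each reaching 50%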;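 further: 0% = median of the neutral control wells and 100% = twice that signal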
GSK3 alpha inh = inhibitors of human GSK-3 alpha kinase | P49840 | AID 2650 | 320,000 tested, 0.1% active | ADP-Glo luminescence, 60 min | inhibition, % at 10 µM;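 in the data active means inhibition above about 50%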;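 further: GST-tagged GSK-3 alpha with peptide substrate and 25 µM ATP; 0% = DMSO neutral wells and 100% = GW8510 positive control wells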
Target sequence (P49840 whole entry, looked up): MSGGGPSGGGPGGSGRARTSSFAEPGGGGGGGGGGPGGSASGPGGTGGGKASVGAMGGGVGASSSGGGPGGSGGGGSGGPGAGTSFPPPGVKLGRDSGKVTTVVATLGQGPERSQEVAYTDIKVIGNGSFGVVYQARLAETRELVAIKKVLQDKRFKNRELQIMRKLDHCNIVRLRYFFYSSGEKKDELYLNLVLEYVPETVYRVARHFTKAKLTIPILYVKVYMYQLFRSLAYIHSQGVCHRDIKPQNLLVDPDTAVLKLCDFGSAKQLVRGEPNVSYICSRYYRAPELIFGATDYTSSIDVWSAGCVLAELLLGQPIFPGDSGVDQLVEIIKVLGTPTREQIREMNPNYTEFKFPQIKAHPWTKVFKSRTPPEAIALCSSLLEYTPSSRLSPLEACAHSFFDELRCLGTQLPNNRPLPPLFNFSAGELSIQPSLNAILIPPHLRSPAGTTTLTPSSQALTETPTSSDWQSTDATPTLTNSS
HSP90 inh = inhibitors of HSP90 luciferase refolding in rabbit reticulocyte lysate; luciferase refolding luminescence, 3 h; inhibition, % at 5.6 µM; 290,000 tested, 0.91% active; AID 1789;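 active means inhibition above the screen-wide mean plus 3 SD, computed separately per campaign, cut at about 16% in these data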;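 further: 0% = DMSO wells and 100% = 60 µM geldanamycin wells; inhibitors lower the luminescence because luciferase stays unfolded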
aSyn UTR inh = 5' untranslated region of α-synuclein, MLPCN primary screen; alpha-synuclein 5'UTR reporter, inhibitor activity; inhibition, % (tested at 7.5 µM); 300,000 tested, 0.82% active; AID 1813; in the data active means inhibition above about 60%;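 further: H4 neuroglioblastoma cells stably carrying SNCA 5'UTR luciferase fusion; 0% = DMSO wells and 100% = positive control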
Platelet DG rel = platelet dense granule release activity; human platelet-rich plasma, SFLLRN dense granule ATP release, luminescence; inhibition, %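 (compounds screened at 7.5 µM in platelet-rich plasma)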; 300,000 tested, 0.22% active;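 active means mean replicate score, as percent of positive control, at or above 50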
IEC-6 cytotox = counter-screen for KLF5 inhibitors: cytotoxicity in IEC-6 cells | IEC-6 cytotoxicity, luminescence viability | inhibition, % at 5 µM | 290,000 tested, 0.78% active | AID 1825; in the data active means inhibition above about 22%;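 further: 0% = plate median of test compound wells and 100% = cytotoxic reference compound wells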
HSF1 inhib = HSF1 inhibition. NIH3T3-HGL HSE-luciferase, MG132-induced, luminescence 8 h; stronger effect = lower value. activity change, negative = inhibition, % at 7.5 µM (by protocol). 300,000 tested, 0.77% active. AID 2098;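 active means more than half of replicate wells show activity change below -50%, luminescence cut by over half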;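 further: luciferase reports HSF-1 transcriptional activity via heat shock element; 0% = median of DMSO wells and -100% = zero luminescence signal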
The depositor's hits bear a star. A portion of the library (hit frequency here may not be typical).

O=C(Cc1ccc([N+](=O)[O-])cc1)Nc1ccc2c(c1)CCC2 was read as DYRK1A inh 5, GSK3beta inhib -4, KLF5 inh -27, HSF1 activator 11, GSK3 alpha inh -2, HSP90 inh 2, aSyn UTR inh 6, Platelet DG rel 10, IEC-6 cytotox -2 and HSF1 inhib -1.
Screening CCSc1nnc(-c2ccc(S(=O)(=O)N3CCCC3)cc2)n1C returned DYRK1A inh 1, GSK3beta inhib 0, KLF5 inh -6, HSF1 activator -10, GSK3 alpha inh -1, HSP90 inh 2, aSyn UTR inh -36, Platelet DG rel 7, IEC-6 cytotox 2 and HSF1 inhib -6.
CC(=O)c1cn(C2OC(CO)C3OC(C)(C)OC32)c(=O)n(C)c1=O (stereo not drawn) was read as GSK3beta inhib 3, HSF1 activator -9, GSK3 alpha inh 0, aSyn UTR inh -12, Platelet DG rel 2 and HSF1 inhib -9.
`CCOc1cc(-c2noc(CCC(=O)NCCc3ccccc3)n2)ccc1OC` gave DYRK1A inh 5, GSK3beta inhib 6, KLF5 inh -5, HSF1 activator -3, GSK3 alpha inh -2, HSP90 inh -1, aSyn UTR inh 12, Platelet DG rel 4, IEC-6 cytotox 2 and HSF1 inhib -5.
`O=C1CCCC2=C1C(c1cccc(Br)c1)n1nc(-c3ccco3)nc1N2` (stereo not drawn) gave DYRK1A inh 3, GSK3beta inhib 0, KLF5 inh -10, HSF1 activator 11, HSP90 inh 0, aSyn UTR inh -11, Platelet DG rel 13, IEC-6 cytotox 1 and HSF1 inhib 8.
Screening CC(=O)OCc1cc2cccc(C)c2[nH]c1=O returned DYRK1A inh 2, GSK3beta inhib 9, KLF5 inh -11, HSF1 activator 7, GSK3 alpha inh 0, HSP90 inh 0, aSyn UTR inh 20, IEC-6 cytotox 0 and HSF1 inhib 4.
Cc1cc(=O)[nH]c(SCc2cccc(F)c2)n1 was read as DYRK1A inh 6, GSK3beta inhib 3, KLF5 inh -2, HSF1 activator 10, GSK3 alpha inh 1, HSP90 inh 4, aSyn UTR inh 5, Platelet DG rel 0, IEC-6 cytotox -1 and HSF1 inhib 7.
Cc1cc(C)c(S(=O)(=O)N2CCCCCC2)cc1Br was read as DYRK1A inh -2, GSK3beta inhib -1, KLF5 inh 20, HSF1 activator 42, GSK3 alpha inh -1, HSP90 inh 3, aSyn UTR inh 38, Platelet DG rel -3, IEC-6 cytotox 2 and HSF1 inhib 24.
For CCCC1(C(=O)OC)NC(c2cccc(F)c2)C2C(=O)N(CC)C(=O)C21 (stereo not drawn) the results were DYRK1A inh 5, GSK3beta inhib -4, KLF5 inh -20, HSF1 activator -14, GSK3 alpha inh -5, HSP90 inh -2, aSyn UTR inh 8, Platelet DG rel -7, IEC-6 cytotox -4 and HSF1 inhib -4.
For Clc1ccc(Nc2ccc(Cl)nn2)cc1 the results were GSK3beta inhib -1, KLF5 inh -36, HSF1 activator -65, GSK3 alpha inh -2, HSP90 inh 3, aSyn UTR inh -21, Platelet DG rel -2, IEC-6 cytotox 2 and HSF1 inhib -55*.
Screening COC(=O)c1ccc(C2C(C#N)=C(C)NC3=C2C(=O)CC(C)(C)C3)cc1 (stereo not drawn) returned DYRK1A inh 2, GSK3beta inhib -3, KLF5 inh -11, HSF1 activator 46, GSK3 alpha inh -2, HSP90 inh -2, aSyn UTR inh -21, Platelet DG rel 4, IEC-6 cytotox 1 and HSF1 inhib -3.
For Cc1cc(C(=O)CSc2nc(N)cc(=O)[nH]2)c(C)n1-c1cccc(F)c1 the results were DYRK1A inh 3, GSK3beta inhib -2, KLF5 inh -6, HSF1 activator -11, GSK3 alpha inh -1, HSP90 inh 1, aSyn UTR inh 1, Platelet DG rel -8, IEC-6 cytotox -1 and HSF1 inhib -3.
For COc1cccc(OC)c1C(=O)Nc1ccccc1C(=O)N1CCOCC1 the results were DYRK1A inh -6, GSK3beta inhib -2, KLF5 inh -22, HSF1 activator -6, GSK3 alpha inh -1, HSP90 inh 1, aSyn UTR inh 9, Platelet DG rel 10, IEC-6 cytotox -1 and HSF1 inhib -3.
Screening COCCN(C(=O)COC(=O)c1c(-c2ccccc2)noc1C)c1c(N)n(Cc2ccccc2)c(=O)[nH]c1=O returned DYRK1A inh -16, GSK3beta inhib 4, KLF5 inh -20, HSF1 activator 0, GSK3 alpha inh 0, HSP90 inh -5, aSyn UTR inh 9, Platelet DG rel 21, IEC-6 cytotox -2 and HSF1 inhib -1.
`O=C(NCc1ccco1)C1(c2ccc(Cl)cc2)CCCC1` gave DYRK1A inh 3, KLF5 inh 7, GSK3 alpha inh 0, HSP90 inh 6 and IEC-6 cytotox 0.
For CCOC(=O)C(CCCOc1ccccc1)C(=O)OCC the results were DYRK1A inh 0, GSK3beta inhib 2, KLF5 inh -17, HSF1 activator 4, GSK3 alpha inh -2, HSP90 inh -3, aSyn UTR inh 0, Platelet DG rel -1, IEC-6 cytotox 4 and HSF1 inhib 1.
`CC(C)CCNC(=O)C1CC(c2ccccc2C(F)(F)F)=NO1` (stereo not drawn) gave DYRK1A inh -3, GSK3beta inhib -1, HSF1 activator -19, GSK3 alpha inh -5, aSyn UTR inh -20, Platelet DG rel -4 and HSF1 inhib -2.
For COc1ccc(C(C)=O)cc1COC(=O)CSC(C)C(=O)Nc1cc(C)on1 (stereo not drawn) the results were DYRK1A inh 18, GSK3beta inhib -2, HSF1 activator 9, GSK3 alpha inh -2, aSyn UTR inh -13, Platelet DG rel -3 and HSF1 inhib 2.
For CCCCn1c(SCC(=O)NCc2cccs2)nc2c1c(=O)n(C)c(=O)n2C the results were DYRK1A inh 1, GSK3beta inhib 0, KLF5 inh -2, HSF1 activator -3, GSK3 alpha inh 0, HSP90 inh -5, aSyn UTR inh -23, Platelet DG rel -3, IEC-6 cytotox 0 and HSF1 inhib 1.
Screening NS(=O)(=O)c1ccc(NC(=O)C2CCCN(S(=O)(=O)c3ccc(F)cc3)C2)cc1 (stereo not drawn) returned DYRK1A inh 5, GSK3beta inhib 3, KLF5 inh -14, HSF1 activator 1, GSK3 alpha inh -5, HSP90 inh -2, aSyn UTR inh -7, Platelet DG rel -19, IEC-6 cytotox -7 and HSF1 inhib 2.
For CCC1(C)Cc2c(sc3nnn(CC(=O)Nc4ccccc4)c(=O)c23)CO1 (stereo not drawn) the results were DYRK1A inh -15, GSK3beta inhib 3, KLF5 inh 0, HSF1 activator 25, GSK3 alpha inh 0, HSP90 inh -2, aSyn UTR inh 23, Platelet DG rel -13, IEC-6 cytotox -1 and HSF1 inhib 10.
Screening Cc1cccc(C)c1NC(=S)N(CCCN1CCCCC1)Cc1ccco1 returned DYRK1A inh -2, GSK3beta inhib 0, KLF5 inh 3, HSF1 activator 8, GSK3 alpha inh 0, HSP90 inh 2, aSyn UTR inh -4, Platelet DG rel 7, IEC-6 cytotox 0 and HSF1 inhib 3.
Screening O=S(=O)(c1ccc2oc3ccccc3c2c1)N1CCOCC1 returned DYRK1A inh 6, GSK3beta inhib 2, KLF5 inh -35, HSF1 activator 2, GSK3 alpha inh 0, HSP90 inh 8, aSyn UTR inh 24, Platelet DG rel 5, IEC-6 cytotox 2 and HSF1 inhib 6.
For CN1CCN(c2nc3c(c(=O)n(C)c(=O)n3C)n2Cc2cccc(Br)c2)CC1 the results were DYRK1A inh -8, GSK3beta inhib 0, KLF5 inh -19, HSF1 activator 7, GSK3 alpha inh 0, HSP90 inh 3, aSyn UTR inh 3, Platelet DG rel -2, IEC-6 cytotox -1 and HSF1 inhib -6.
For O=C(CSc1nnnn1Cc1ccccc1)Nc1ccc2c(c1)OCO2 the results were DYRK1A inh 6, GSK3beta inhib 4, KLF5 inh -31, HSF1 activator -1, GSK3 alpha inh -2, HSP90 inh 2, aSyn UTR inh -10, Platelet DG rel -3, IEC-6 cytotox 3 and HSF1 inhib 4.
CC(C)c1cc(C(=O)N/N=C/c2cccnc2)n[nH]1 was read as DYRK1A inh 19, GSK3beta inhib 0, KLF5 inh -6, HSF1 activator -11, GSK3 alpha inh 1, HSP90 inh -3, aSyn UTR inh -21, Platelet DG rel -19, IEC-6 cytotox 1 and HSF1 inhib -9.
`Cc1ccc(C(=O)CSc2nc3ccccc3c(=O)n2N)o1` gave DYRK1A inh 0, GSK3beta inhib -1, KLF5 inh -129, HSF1 activator 34, GSK3 alpha inh -3, HSP90 inh 2, aSyn UTR inh -29, Platelet DG rel -6, IEC-6 cytotox -2 and HSF1 inhib 13.
For CC(C)N1CC(C(=O)Nc2ccc(Br)c(Cl)c2)CC1=O (stereo not drawn) the results were DYRK1A inh 24, GSK3beta inhib -35, KLF5 inh 10, HSF1 activator 8, GSK3 alpha inh 0, HSP90 inh -2, aSyn UTR inh 0, Platelet DG rel 6, IEC-6 cytotox -2 and HSF1 inhib -3.
For COC(C[C@@H]1O[C@H]1C(=O)[C@@H](C)OCc1ccccc1)OC the results were DYRK1A inh 1, GSK3beta inhib 2, HSF1 activator 0, GSK3 alpha inh -1, aSyn UTR inh -4, Platelet DG rel -2 and HSF1 inhib 1.
`Cc1cccc(CS(=O)(=O)Cc2ccc(C(=O)NC3CCCCCC3)o2)c1` gave DYRK1A inh 5, GSK3beta inhib 0, KLF5 inh -21, HSF1 activator 16, GSK3 alpha inh 0, HSP90 inh 3, aSyn UTR inh 5, Platelet DG rel 1, IEC-6 cytotox 8 and HSF1 inhib -1.
`O=C(NNC(=O)C1CCN(S(=O)(=O)c2ccc(Cl)cc2)CC1)c1ccc(S(=O)(=O)N2CCCCC2)cc1` gave DYRK1A inh -2, GSK3beta inhib 0, KLF5 inh -9, HSF1 activator 7, GSK3 alpha inh -5, HSP90 inh -2, aSyn UTR inh 23, Platelet DG rel 13, IEC-6 cytotox -1 and HSF1 inhib -6.
Screening CCOC(=O)N1CCN(c2ncc(C(F)(F)F)cc2Cl)CC1 returned DYRK1A inh 0, GSK3beta inhib 1, KLF5 inh 1, HSF1 activator -11, GSK3 alpha inh 0, HSP90 inh 3, aSyn UTR inh -1, Platelet DG rel -3, IEC-6 cytotox 2 and HSF1 inhib -8.
Screening CCCCOc1cccc(C(=O)Nc2ccc(S(=O)(=O)Nc3cc(C)on3)cc2)c1 returned DYRK1A inh 1, GSK3beta inhib 2, KLF5 inh -9, HSF1 activator 10, GSK3 alpha inh -4, HSP90 inh -4, aSyn UTR inh 7, Platelet DG rel 4, IEC-6 cytotox -5 and HSF1 inhib -3.
O=C(Nc1ccc2c(c1)oc1ccccc12)c1cccnc1 was read as DYRK1A inh -1, GSK3beta inhib 1, KLF5 inh -52, HSF1 activator 29, GSK3 alpha inh -3, HSP90 inh 3, aSyn UTR inh -190, Platelet DG rel -12, IEC-6 cytotox -3 and HSF1 inhib -1.

An excerpt of the results above, for reference:
`O=C(NNC(=O)C1CCN(S(=O)(=O)c2ccc(Cl)cc2)CC1)c1ccc(S(=O)(=O)N2CCCCC2)cc1` gave DYRK1A inh -2, GSK3beta inhib 0, KLF5 inh -9, HSF1 activator 7, GSK3 alpha inh -5, HSP90 inh -2, aSyn UTR inh 23, Platelet DG rel 13, IEC-6 cytotox -1 and HSF1 inhib -6.
Screening CCOC(=O)N1CCN(c2ncc(C(F)(F)F)cc2Cl)CC1 returned DYRK1A inh 0, GSK3beta inhib 1, KLF5 inh 1, HSF1 activator -11, GSK3 alpha inh 0, HSP90 inh 3, aSyn UTR inh -1, Platelet DG rel -3, IEC-6 cytotox 2 and HSF1 inhib -8.

Compound activity (PubChem)
